a7 integrin act – qHTS for Activators of Integrin-Mediated Alleviation for Muscular Dystrophy; Potency, µM (highest dose often 38.3 µM), without a hit: top-dose activation, usual class: activators; 0.064% of 350,000 active; alpha7betagal myoblasts, beta-gal FDG fluorescence, 48 h;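 note: potency is the fitted concentration of half-maximal effect; 100% = response of the positive control SU9516; nearly all actives have a fitted effect of over 60% in size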
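Alpha7betagal+/- myoblasts (passage 13) were plated 16-24 hr, then exposed to compounds (1:260 dilution of DMSO stock) for 48 hours at 37C. After MPER lysis, β-galactosidase reporter activity was read as FDG fluorescence (ex 480/em 540) after 30 minutes.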
S-ASM inh – Inhibitors of Secretory Acid Sphingomyelinase (S-ASM): qHTS; Sphingomyelin phosphodiesterase (Homo sapiens), P17405; placental ASM, HMU-PC fluorogenic substrate, 60 min; Potency, µM (titrated, usually from 57.5 µM), inactives show at the top dose activity change, negative = inhibition, most hits filed as inhibitors; 0.006% of 340,000 active; note: potency is the fitted concentration of half-maximal effect
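Fluorogenic HMU-PC substrate (9 uM final) is turned over by placental ASM in 60 min at 37 C after a 10 min compound preincubation. Reaction ended by alkaline stop (pH 10), with fluorescence read at 386/447 nm.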
TSHR antagonist – Antagonists of the Thyroid Stimulating Hormone Receptor: HTS campaign. 0.2% of 330,000 active. TSHR-expressing cells, TSH-stimulated cAMP HTRF, 2 h; stronger effect = lower value. activity change, negative = inhibition, % at 11.5 µM;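 active = activity change below a set negative limit, meaning inhibition stronger than a set level, cut at about -70% in these data; inconclusive = activity change between two set negative limits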; note: % is set by controls: 0 for no effect and ±100 for the full control effect
Target sequence (P16473 whole entry, looked up): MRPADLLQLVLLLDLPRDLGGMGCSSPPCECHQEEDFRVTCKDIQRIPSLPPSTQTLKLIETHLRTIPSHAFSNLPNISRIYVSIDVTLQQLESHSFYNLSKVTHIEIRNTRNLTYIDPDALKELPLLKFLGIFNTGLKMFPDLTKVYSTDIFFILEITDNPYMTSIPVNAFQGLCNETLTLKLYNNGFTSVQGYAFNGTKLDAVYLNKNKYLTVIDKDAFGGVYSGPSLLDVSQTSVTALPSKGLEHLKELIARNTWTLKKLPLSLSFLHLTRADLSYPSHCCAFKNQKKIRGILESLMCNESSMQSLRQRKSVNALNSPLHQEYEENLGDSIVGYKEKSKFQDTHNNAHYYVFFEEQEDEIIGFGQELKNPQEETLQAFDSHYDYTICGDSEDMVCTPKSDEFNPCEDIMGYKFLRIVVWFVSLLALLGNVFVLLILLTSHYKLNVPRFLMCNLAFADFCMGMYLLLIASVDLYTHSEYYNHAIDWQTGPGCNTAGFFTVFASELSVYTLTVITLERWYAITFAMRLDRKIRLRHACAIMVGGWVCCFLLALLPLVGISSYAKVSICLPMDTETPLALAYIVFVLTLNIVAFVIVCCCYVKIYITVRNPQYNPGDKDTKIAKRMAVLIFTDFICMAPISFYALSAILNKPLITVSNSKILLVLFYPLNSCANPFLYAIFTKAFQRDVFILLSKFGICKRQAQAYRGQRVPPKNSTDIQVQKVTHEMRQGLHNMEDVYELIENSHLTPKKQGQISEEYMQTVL
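TSHR-expressing cells were treated with compounds, then stimulated with TSH at EC80 (4nM final) for 2 hours at 37 deg C. Cellular cAMP was measured by HTRF competition between lysate cAMP and cAMP-d2 for a cryptate-labelled anti-cAMP antibody.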
A-T KAP1 phos – qHTS Assay for Identifying a Potential Treatment of Ataxia-Telangiectasia. 0.19% of 320,000 active. Potency, µM (series often up to 57.5 µM), for the others: top-dose activation, hits mostly activators. […] A-T fibroblasts, KAP-1 phosphorylation AlphaLISA; neocarzinostatin DNA damage 30 min before lysis. AID 485349, 2010; note: potency is the fitted concentration of half-maximal effect; % of control where 0% means no effect; nearly all actives have a fitted effect of over 45% in size
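ATM-like activity read as KAP-1 phosphorylation via AlphaLISA donor/acceptor antibody pairs after lysis and 6 hr at 25C. Cells were ATM-null patient fibroblasts ([…], hTERT), dosed 60 min, then exposed to the DSB inducer NCS for 30 min.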
Mito fusion yeast – qHTS Assay for Small Molecule Inhibitors of Mitochondrial Division or Activators of Mitochondrial Fusion; S. cerevisiae fusion-defective mutant growth rescue, CellTiterGlo 48 h; Potency, µM (series often up to 46.1 µM), for inactives: at the top dose growth rescue (activation), most hits filed as activators; 0.23% of 320,000 active; AID 485298, 2010;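 note: potency is the fitted concentration of half-maximal effect; % of control where 0% means no effect; nearly all actives have a fitted effect of over 45% in size; temperature-sensitive fusion mutants such as fzo1-1 at 37 °C on non-fermentable ethanol glycerol medium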
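S. cerevisiae fusion-defective temperature-sensitive mutants (e.g. fzo1-1, mgm1-5) grown 48 h at 37C in YPEG (ethanol/glycerol non-fermentable) medium with 23 nl compound per well; growth rescue read as CellTiterGlo luminescence.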
MBNL1 CUG block – qHTS Assay for Inhibitors of MBNL1-poly(CUG) RNA binding; Muscleblind-like protein 1 (Homo sapiens), Q9NR56; TR-FRET MBNL1-His/biotin-(CUG)12 binding, 665/545 ratio; Potency, µM (titrated, usually from 57.5 µM), for the others: top-dose activity change, negative = inhibition, hits mostly inhibitors; 0.036% of 280,000 active; active = well fitted inhibition curve with a large enough effect in the signal ratio, with a control signal flat, not every such curve was filed as active; inconclusive = small, poorly fitted or top-dose-only effect, or effect the other way, or a change in a side signal; inactive = no such curve, though single readings can be large or run the other way; the % refers to the signal ratio; note: potency is the fitted concentration of half-maximal effect; % is set by controls: 0 for no effect and ±100 for the full control effect
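Compounds (final 92 nM to 58 uM) are added to His-tagged MBNL1 and biotin-(CUG)12, then terbium anti-His antibody and streptavidin-XL665 (5 nM final). After 60 min at room temperature, the 665/545 nm ratio is read.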
Menin MLL FP TR – qHTS Assay for Inhibitors Targeting the Menin-MLL Interaction in MLL Related Leukemias: Competition With Texas Red Labeled MLL-derived Mutant Peptide. AID 1768, 2009. 0.23% of 270,000 active. Potency, µM (titrated, usually from 61.6 µM), without a hit: at the top dose FP activity change, negative = inhibition, actives largely listed as inhibitors. O00255. Menin + Texas Red MLL mutant peptide, fluorescence polarization; active = well fitted inhibition curve with a large enough effect in the polarisation, with a control signal flat, not every such curve was filed as active; inconclusive = small, poorly fitted or top-dose-only effect, or effect the other way, or a change in a side signal; inactive = no such curve, though single readings can be large or run the other way; the % refers to the polarisation; note: potency is the fitted concentration of half-maximal effect; % of control where 0% means no effect; many of its hits are not listed in these tables
CXXC DNA block – qHTS Fluorescence Polarization Assay for Inhibitors of MLL CXXC domain - DNA interaction. Histone-lysine N-methyltransferase 2A (Homo sapiens), Q03164. MLL-CXXC / FITC-HOXA9 DNA fluorescence polarization. Potency, µM (doses to about 115 µM), for the others: at the highest dose activity change, negative = inhibition, usual class: inhibitors. 0.037% of 290,000 active. AID 2662, 2010; active = well fitted inhibition curve with a large enough effect in the polarisation, with a control signal flat, not every such curve was filed as active; inconclusive = small, poorly fitted or top-dose-only effect, or effect the other way, or a change in a side signal; inactive = no such curve, though single readings can be large or run the other way; the % refers to the polarisation; note: potency is the fitted concentration of half-maximal effect
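Purified MLL-CXXC (added from a 7 uM solution) was preincubated 5 min at ambient with pinned compounds in 50 mM Tris-HCl pH 7.5, 50 mM NaCl, 1 mM DTT, 0.05% BSA. Fluorescein-labeled HOX-A9 DNA (50 nM solution) followed, 30 min, then polarization read.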
TSG101-PTAP inh – qHTS Assay for Iinhibitors of HIV-1 Budding by Blocking the Interaction of PTAP/TSG101 | Fluorescence polarization, FITC-PTAP peptide / Tsg101 binding | 340,000 tested, under 10 active | Potency, µM (titrated, usually from 115 µM), for inactives: top-dose activity change, negative = inhibition, actives largely listed as inhibitors; active = well fitted inhibition curve with a large enough effect in the main read-out, with a control signal flat, not every such curve was filed as active; inconclusive = small, poorly fitted or top-dose-only effect, or effect the other way, or a change in a side signal; inactive = no such curve, though single readings can be large or run the other way; note: potency is the fitted concentration of half-maximal effect; % of control where 0% means no effect
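Compounds were pin-transferred onto Tsg101 binding domain (10 uM final) in HEPES pH 7.5 buffer, then FITC-PTAP peptide was added at 50 nM final. After 20 min at RT, polarization reported peptide displacement across a qHTS concentration series.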
TCR activator – Activators of T cell receptors: qHTS campaign. primary human leukocytes, anti-CD3, IL-2 HTRF, 48 h. Potency, µM (series often up to 9.22 µM), without a hit: at the top dose activation of IL-2 secretion, usual class: activators. 330,000 tested, under 10 active. AID 504894, 2011; note: % of control where 0% means no effect
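Primary human leukocytes receive a-CD3 beads and test compound and are incubated 48 hr. Secreted IL-2 is then assayed by HTRF, measuring 665nm acceptor emission after 320nm excitation of the europium donor.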
Starred values were filed as active, the others as inactive; ? = inconclusive; . = not tested or not shown; [ ] = remark or other dose. Unless noted, calls come from the whole dose curve; as a rule, active = well fitted curve in the direction sought with a large enough effect; inconclusive = small, poorly fitted or top-dose-only effect, or another doubt; inactive = no such curve, though single readings can be large; an effect the other way counts as inactive or inconclusive. These rows are one share of the data; the hit share may differ from the screen's.

| structure | a7 integrin act | S-ASM inh | TSHR antagonist | A-T KAP1 phos | Mito fusion yeast | MBNL1 CUG block | Menin MLL FP TR | CXXC DNA block | TSG101-PTAP inh | TCR activator |
| --- | --- | --- | --- | --- | --- | --- | --- | --- | --- | --- |
| C=CCn1c(SCC(=O)Nc2ccccc2)nnc1-c1cccc(S(=O)(=O)N2CCOCC2)c1 | -3% | -1% | -6 | 7% | 1% | -6% | 0% | 7% | -2% | -2% |
| COc1ccc(NC(=O)COC(=O)c2ccc(O)cc2)c([N+](=O)[O-])c1 | 3% | 5% | -6 | -10% | 5% | ? | ? | 25% | -3% | 1% |
| O=C(Oc1ccc(-c2nc(-c3ccccn3)no2)cc1)c1ccccc1 | 19% | 0% | 3 | 7% | -13% | 4% | 11% | 98%[activator] | -8% | 3% |
| S=C(c1c[nH]c2ccccc12)N1CCCC1 | -15% | -2% | -6 | -1% | 25% | 7% | 15% | 0% | -4% | -4% |
| CCCCCCCCCCNC(=O)C(=O)Nc1ccccn1 | -21% | -4% | 10 | 10% | -7% | -4% | . | 6% | -3% | 4% |
| COc1ccccc1-n1c(SCC(=O)Nc2ccc(F)cc2)nc2c(c1=O)SCC2 | 4% | -3% | 1 | -8% | -7% | ? | 11% | -7% | -3% | -7%[46.1 µM] |
| CCNC(=S)N/N=C/c1ccc(OCC(=O)Nc2ccc(OC)cc2)c(OC)c1 | -15% | -10% | -5 | -1% | -11% | -10% | 6% | 5% | 0% | 3%[46.1 µM] |
| CCOc1ccccc1CNC(=O)Cn1ccc2cc(S(=O)(=O)N3CCCC3)ccc21 | 0% | 0% | -23 | 4% | -1% | 2% | -2% | 12% | -4% | -2% |
| O=C(c1ccc(F)cc1)N(Cc1cccs1)C1CCS(=O)(=O)C1 (stereo not drawn) | -19% | 2% | 9 | 6% | 0% | 5% | . | 8% | -3% | -7% |
| CC(NC(=O)COC(=O)/C=C/c1ccc([N+](=O)[O-])cc1)c1ccccc1 (stereo not drawn) | -21% | -2% | 11 | 2% | -2% | . | -4% | -5% | -1% | -1%[46.1 µM] |
| COc1ccc(C(=O)NC2(C(F)(F)F)C(=O)Nc3c2c(=O)[nH]c(=O)n3CCc2ccc(OC)c(OC)c2)cc1 (stereo not drawn) | 9% | -2% | 9 | -10% | 1% | -11% | 3% | -14% | 2% | 0% |
| Cc1ccc2nc(S(=O)(=O)O)[nH]c2c1 | 15% | 7% | 6 | 2% | -3% | -3% | -10% | 1% | 1% | -5% |
| CCCC(=O)Nc1ccc2oc(-c3cncc(Br)c3)nc2c1 | 9% | 30% | 4 | -2% | 9% | -9% | -14% | -5% | -3% | 3% |
| CC1CC(O)(Cc2ccccc2)C(C)CN1C (stereo not drawn) | -24% | 2% | 30 | 0% | -7% | 1% | . | 3% | -3% | 6% |
| CC(=O)Nc1cc(S(=O)(=O)Nc2ccccc2C)c(C)cc1C | 15% | -3% | 15 | -6% | 0% | 2% | -28% | 0% | -1% | -9% |
| Cc1ccc(C(=O)N(CC(=O)NC2CCCCC2)c2ccccc2F)s1 | 0% | 2% | -16 | 0% | 2% | 12% | ? | 12% | 0% | 5% |
| O=[N+]([O-])c1ccccc1N=NNc1ccccc1 | 0% | -12% | . | . | . | . | . | . | 6% | 5% |
| CCCn1c(O)c(N=NC(=O)CNC(=O)Cc2ccc(OC)cc2)c2ccccc21 | -28% | -2% | 18 | -6% | -2% | ? | . | 30% | -1% | 2% |
| Cc1cc(N2C(=O)C(=O)/C(=C(/O)c3ccc(Cl)cc3)C2c2cccc(Br)c2)no1 (stereo not drawn) | -15% | 6% | 9 | 5% | -4% | 5% | ? | 4% | -8% | 6% |
| CNC(=S)N1CCC(NC(=O)C(Cc2ccccc2)NC(C)=O)CC1 (stereo not drawn) | 0% | 2% | -5 | 5% | -5% | -9% | -13% | 5% | 0% | -7% |
| O=C(Nn1cc(C(=O)N2CCN(c3ccccc3F)CC2)c2ccccc2c1=O)c1cnccn1 | -3% | -3% | 3 | 5% | -2% | -4% | -26% | -2% | -3% | -2% |
| CCN(CC)S(=O)(=O)c1ccc(/C=C/C(=O)OCC(=O)Nc2ccc(C(N)=O)cc2)cc1 | 2% | -1% | -4 | 5% | 6% | . | ? | 8% | 9% | -5% |
| CCOC(=O)CN1C(=O)/C(=C2\SC(=S)N(NC(=O)c3cccnc3)C2=O)c2ccccc21 | ? | 0% | 1 | 0% | 4% | 5% | -7% | -18% | -6% | 4% |
| COc1ccc(OCCCn2ccnc2)cc1 | 1% | -3% | 23 | 3.2µM* | -21% | -10% | . | ? | 0% | 6% |
| O=C1CCN(Cc2ccccc2)C=C1c1ccc(Br)cc1 | -13% | -11% | -3 | 3% | . | . | . | . | 1% | 11% |
| COc1ccc(CCNC2CC(C)N(C)CC2C)cc1OC (stereo not drawn) | -6%[7.66 µM] | 8% | 2 | -4% | -2% | -4% | 1% | 4% | -5% | 1% |
| Cc1cccc(Cn2c(=O)c3c(nc4n3CCN4Cc3ccco3)n(C)c2=O)c1 | 0% | -2% | -13 | -2% | 16% | 3% | 2% | 0% | -4% | -2% |
| O=S(=O)(c1c(F)cccc1F)N1CCCC2CCCCC21 (stereo not drawn) | -5% | -1% | -30 | -3% | 13% | . | . | . | 8% | 0% |
| C=C(C)c1cccc(C(C)(C)NC(=O)Nc2cc(C)ccc2OC)c1 | 4% | -4% | 3 | 2% | 0% | -5% | -24% | 7% | -7% | -4% |
| CC(C)(C)C(=O)N1CCN(c2ccc([N+](=O)[O-])c(-n3nc(-c4ccccc4)c4ccccc4c3=O)c2)CC1 | 10% | -8% | 12 | 0% | 4% | ? | 13% | -3% | -1% | 0%[46.1 µM] |
| Cc1ccc(S(=O)(=O)C2(C(=O)Nc3cccc(F)c3)CC2)cc1 | -6% | -5% | -3 | 13% | 7% | ? | 0% | 12% | -5% | -1% |
| CC(O)CNc1nc2c(c(=O)n(C)c(=O)n2C)n1C/C=C/c1ccccc1 (stereo not drawn) | -3% | -2% | 4 | -1% | 1% | 3% | -9% | -5% | -1% | 0% |
| CCOc1ccc(-c2nnc3sc(COc4ccc(Cl)cc4)nn23)cc1 | 0% | -2% | -1 | 14% | 1% | -11% | -2% | 0% | -6% | 12% |
| Cc1c(-c2ccccc2)oc2c(C(=O)N3CCN(c4ccc([N+](=O)[O-])cc4)CC3)cccc2c1=O | ? | -18% | 10 | 1% | 26% | 54%[activator] | -5% | 18% | 0% | -1%[46.1 µM] |
| O=C(CNC(=O)c1ccc(Br)o1)Nc1ccncc1 | ? | 2% | 5 | 25% | -1% | . | . | . | -8% | 3% |
| C=CCc1c(C)nc(C)nc1N/N=C/c1ccccc1O | 6% | 197%[activator] | 18 | 8% | -5% | ? | -3% | ? | 2% | -11% |

Entries above that contain a furan ring, fused or not:
| structure | a7 integrin act | S-ASM inh | TSHR antagonist | A-T KAP1 phos | Mito fusion yeast | MBNL1 CUG block | Menin MLL FP TR | CXXC DNA block | TSG101-PTAP inh | TCR activator |
| --- | --- | --- | --- | --- | --- | --- | --- | --- | --- | --- |
| Cc1cccc(Cn2c(=O)c3c(nc4n3CCN4Cc3ccco3)n(C)c2=O)c1 | 0% | -2% | -13 | -2% | 16% | 3% | 2% | 0% | -4% | -2% |
| O=C(CNC(=O)c1ccc(Br)o1)Nc1ccncc1 | ? | 2% | 5 | 25% | -1% | . | . | . | -8% | 3% |

Compound activity: PubChem, National Center for Advancing Translational Sciences (NCATS)
